Screens deposited in PubChem BioAssay by National Center for Advancing Translational Sciences (NCATS).
HT1080NT lethal: qHTS for induction of synthetic lethality in tumor cells producing 2HG: qHTS for the HT-1080-NT fibrosarcoma cell line. HT-1080-NT fibrosarcoma viability, CellTiter-Glo ATP luminescence, 48 h. Potency, µM (top dose mostly 46.1 µM), without a hit: top-dose activity, negative = less viability, most hits filed as cytotoxic. 360,000 compounds, 1.6% hits. AID 686970, 2013;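 further: NT is the 2HG producing partner of a matched IDH1 knockdown line; potency means the concentration at half of the fitted maximal effect; 0% = DMSO-treated cells and -100% = media-only wells without cells; nearly all actives have a fitted effect of over 55% in size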
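Viability by CellTiter-Glo luminescence after 48 h compound exposure at 37C of HT-1080-NT cells (750/well, RPMI, 5% FBS). % activity scaled between DMSO wells and medium-only wells, then curve-fitted and categorized by curve class.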
MCF10A rerep: A quantitative high throughput screen for small molecules that induce DNA re-replication in MCF 10a normal breast cells. MCF 10A DNA re-replication, Hoechst nuclear intensity, 48 h. Potency, µM (doses to about 46.1 µM), for inactives: top-dose activity, positive = re-replication, actives largely listed as activators. 350,000 compounds, 2.9% hits. AID 624296, 2012; further: potency means the concentration at half of the fitted maximal effect; % of control where 0% means no effect; nearly all actives have a fitted effect of over 50% in size
IL-1B inflam inh: qHTS for Inhibitors of Inflammasome Signaling: IL-1-beta AlphaLISA Primary Screen. 360,000 compounds, 4.7% hits. activity change, % at 57.5 µM. THP-1 LPS/ATP IL-1B secretion, AlphaLISA, 16 h; hits give low values; in the data active means activity change below about -50%; inconclusive means mostly about -30% to -49%; further: on the % scale 0 is the no-effect control and ±100 the full control effect
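THP-1 cells pretreated 1 hr with compounds (up to 57.5 uM final), then stimulated with LPS (250 ng/mL final) plus ATP (1.25 mM final); secreted IL-1B measured by AlphaLISA after 16 hr, decreased signal indicating inhibition.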
HT1080 IDH1KD tx: qHTS for induction of synthetic lethality in tumor cells producing 2HG: qHTS for the HT-1080-IDH1KD cell line; HT-1080 IDH1 knockdown viability, ATP luminescence, 48 h; Potency, µM (highest dose often 46.1 µM), without a hit: at the highest dose activity, negative = toxicity, hits mostly cytotoxic; 360,000 compounds, 2% hits;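 further: potency means the concentration at half of the fitted maximal effect; 0% = DMSO wells and -100% = cell-free medium wells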
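HT-1080-IDH1KD cells (IDH1 knocked down), 750/well in RPMI with 5% FBS, treated with compound 48 h at 37 degrees C. Viability by CellTiter-Glo luminescence, normalised to DMSO and no-cell wells; concentration-response curves classed.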
WRN inhibitor: qHTS for Inhibitors of WRN Helicase; WRN helicase unwinding, fluorescent forked duplex, kinetic; Potency, µM (top dose mostly 114 µM), without a hit: top-dose activity change, negative = inhibition, most hits filed as inhibitors; AID 651768, 2012; Bifunctional 3'-5' exonuclease/ATP-dependent helicase WRN (Homo sapiens), Q14191; 360,000 compounds, 0.46% hits; further: potency means the concentration at half of the fitted maximal effect; on the % scale 0 is the no-effect control and ±100 the full control effect; nearly all actives have a fitted effect of over 55% in size
Target sequence (Q14191 whole entry, looked up): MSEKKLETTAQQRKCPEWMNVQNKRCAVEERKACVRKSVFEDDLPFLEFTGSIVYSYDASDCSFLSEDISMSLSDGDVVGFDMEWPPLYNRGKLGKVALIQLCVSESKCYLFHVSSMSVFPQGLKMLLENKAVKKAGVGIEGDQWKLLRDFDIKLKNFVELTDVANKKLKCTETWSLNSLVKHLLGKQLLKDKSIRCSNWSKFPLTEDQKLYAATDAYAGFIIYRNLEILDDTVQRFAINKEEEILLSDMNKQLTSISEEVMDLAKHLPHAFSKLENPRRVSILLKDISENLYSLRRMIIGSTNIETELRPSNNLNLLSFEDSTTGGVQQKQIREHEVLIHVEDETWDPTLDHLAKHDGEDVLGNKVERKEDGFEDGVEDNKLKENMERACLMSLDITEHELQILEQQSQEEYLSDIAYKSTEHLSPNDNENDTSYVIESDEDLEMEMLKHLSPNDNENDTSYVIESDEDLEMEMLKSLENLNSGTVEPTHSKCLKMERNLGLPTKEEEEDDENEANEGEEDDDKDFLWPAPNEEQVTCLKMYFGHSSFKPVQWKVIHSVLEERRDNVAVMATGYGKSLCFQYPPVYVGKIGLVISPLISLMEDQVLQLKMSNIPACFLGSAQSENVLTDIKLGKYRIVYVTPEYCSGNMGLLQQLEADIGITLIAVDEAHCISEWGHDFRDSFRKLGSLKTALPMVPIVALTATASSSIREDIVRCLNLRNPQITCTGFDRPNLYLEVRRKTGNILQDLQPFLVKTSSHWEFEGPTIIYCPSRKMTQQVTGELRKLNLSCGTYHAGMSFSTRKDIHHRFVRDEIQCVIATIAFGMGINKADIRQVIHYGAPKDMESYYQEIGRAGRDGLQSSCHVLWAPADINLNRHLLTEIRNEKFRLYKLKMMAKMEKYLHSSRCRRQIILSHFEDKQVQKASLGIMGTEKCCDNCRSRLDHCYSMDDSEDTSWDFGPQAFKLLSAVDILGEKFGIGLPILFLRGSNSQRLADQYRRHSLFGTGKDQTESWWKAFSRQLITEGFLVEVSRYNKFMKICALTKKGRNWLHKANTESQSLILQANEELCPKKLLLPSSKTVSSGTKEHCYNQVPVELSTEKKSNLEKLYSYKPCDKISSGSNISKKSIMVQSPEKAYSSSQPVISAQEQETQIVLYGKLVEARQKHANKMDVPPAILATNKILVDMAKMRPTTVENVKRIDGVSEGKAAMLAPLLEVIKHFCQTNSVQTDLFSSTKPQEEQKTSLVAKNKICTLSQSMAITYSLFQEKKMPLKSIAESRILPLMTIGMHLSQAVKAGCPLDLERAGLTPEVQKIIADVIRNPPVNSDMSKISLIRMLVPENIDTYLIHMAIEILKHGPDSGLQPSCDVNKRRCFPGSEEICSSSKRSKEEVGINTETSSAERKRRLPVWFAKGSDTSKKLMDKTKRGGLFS
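Fluorescence dequenching readout, ex 525 nm/em 598 nm, kinetic mode: forked duplex DNA (100 nM final) with adjacent fluorophore and quencher unwound by WRN (20 nM final) with 2 mM ATP. Compound preincubation 15 min, room temperature.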
ATXN2 expr inh: Primary qHTS for Inhibitors of ATXN expression | Potency, µM (top dose mostly 57 µM), inactives show top-dose activity change, negative = inhibition, actives largely listed as inhibitors | HEK-293 ATXN2-luciferase reporter, luminescence, 24 h | 360,000 compounds, 0.72% hits; further: potency means the concentration at half of the fitted maximal effect; on the % scale 0 is the no-effect control and ±100 the full control effect; nearly all actives have a fitted effect of over 55% in size
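qHTS (up to 57 uM final) was run with 24 h compound exposure of reporter cells at 37 °C. Each well was multiplexed: SteadyGlo luminescence measured ATXN2-luciferase expression after a fluorogenic Gly-Phe-AFC viability readout (25 uM final).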
SW480 rerep: A quantitative high throughput screen for small molecules that induce DNA re-replication in SW480 colon adenocarcinoma cells | Potency, µM (titrated, usually from 46.1 µM), for inactives: at the highest dose re-replication activation, usual class: activators | SW480 DNA re-replication, Hoechst DNA content imaging, 48 h | AID 624297, 2012 | 340,000 compounds, 1.8% hits; further: potency means the concentration at half of the fitted maximal effect; % of control where 0% means no effect; nearly all actives have a fitted effect of over 55% in size
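Image-based DNA-content assay: after two days of treatment, nuclei were labelled with the DNA dye Hoechst and imaged, and hits were compounds raising the count of nuclei showing high fluorescence intensity.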
KB-3-1 cytotox: qHTS assay for MDR1-selective chemotherapeutics: Primary screen using the parental adenocarcinoma cell KB-3-1; 400,000 compounds, 1.4% hits; KB-3-1 viability, CellTiter-Glo ATP luminescence, 72 h; AID 1347075, 2019; Potency, µM (series often up to 46.1 µM), without a hit: top-dose activity change, negative = cytotoxic, hits mostly cytotoxic; further: potency means the concentration at half of the fitted maximal effect; on the % scale 0 is the no-effect control and ±100 the full control effect; nearly all actives have a fitted effect of over 60% in size
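Luminescent ATP read-out (CellTiter-Glo) measures survival of drug-naive KB-3-1 cells after 72 h compound exposure at 37 °C. Titration series was screened from lowest to highest concentration, with DMSO vehicle plates as background controls.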
KB-V1 MDR tox: qHTS assay for MDR1-selective chemotherapeutics: Primary screen using the drug-selected MDR subline cells KB-V1. KB-V1 MDR cells viability, CellTiter-Glo, 72 h. Potency, µM (highest dose often 46.1 µM), inactives show at the top dose activity change, negative = cytotoxicity, most hits filed as cytotoxic. 400,000 compounds, 3.4% hits. AID 1347076, 2019; further: potency means the concentration at half of the fitted maximal effect; on the % scale 0 is the no-effect control and ±100 the full control effect; nearly all actives have a fitted effect of over 60% in size
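KB-V1 cells (P-gp-expressing MDR subline of KB-3-1) in phenol-red-free DMEM with 10% FBS were exposed to library compounds over a concentration series for 72 h at 37 degrees C. Viability read by CellTiter-Glo luminescence; concentration-effect curves fitted after normalization.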
Starred values were filed as active, the others as inactive; i = inactive; ? = inconclusive; / = no result given; & = joins results of further samples; [ ] = another dose, or the depositor's remark. Unless noted, the call rests on the fitted dose curve; in most records, active means well fitted curve in the direction sought with a large enough effect; inconclusive means small, poorly fitted or top-dose-only effect, or another doubt; inactive means no such curve, though single readings can be large; an effect the other way counts as inactive or inconclusive.

Structure	SW480 rerep	IL-1B inflam inh	WRN inhibitor	HT1080 IDH1KD tx	KB-V1 MDR tox	KB-3-1 cytotox	ATXN2 expr inh	MCF10A rerep	HT1080NT lethal
C=CCn1c(SCC(=O)NCC(=O)OCC)nnc1-c1ccccn1	-6%	17	12%	7%	0%	5%	11%	-9%	8%
CCCSc1nc(C)c(C(C)=O)cc1C#N	-3%	27	-17%	-7%	25%	4%	1%	9%	-1%
NC(=O)C1CCN(C(=O)CSc2nc3c(c(-c4ccccc4)n2)CCCC3)CC1	-1%	1	3%[57.1 µM]	-1%	0%	19%	5%	0%	10%
O=C(c1noc2c1CCCC2)N1CCC(CO)(Cc2ccccc2Cl)CC1	1%	-81*	-2%	-5%	0%	-3%	-22%	?	-3%
Cc1ccc(CN2C(=O)C(CC(C)C)Nc3ncnc(N4CCOCC4)c32)cc1 (centres undefined)	-9%	14&0	0%&-2%	9%&8%	11%&-2%	-2%&0%	4%&-3%	7%	0%&6%
CN(C)CCNC(=O)/C(=C/c1ccc(-c2cccc([N+](=O)[O-])c2)o1)NC(=O)c1ccccc1	?	?	-34%[57.1 µM]	?	?	0%	-20%	11%	?
CCCNC(=O)/C(C#N)=C1\N=C(NC(=O)c2cccs2)c2ccccc21	-3%	13	10%	1%	-1%	-1%	10%	-4%	-1%
Cc1ccc(NC(=O)CN2CCN(C(=O)c3ccco3)CC2)cc1	4%	10	-3%	12%	-24%	-6%	-19%	3%	15%
Cc1onc(-c2ccccc2)c1C(=O)Nc1ccccc1N1CCOCC1	2%	18	8%	1%	13µM*	-11%	0%	-1%	0%
CCOc1ccc(NC(=O)COc2ccccc2)c([N+](=O)[O-])c1	-2%	-25	-4%	1%	-25%	-18%	25%	0%	-8%
CCN(CC)C(=O)Cn1cc(SCC(=O)NC2CCCCC2)c2ccccc21	/	-23	-13%	0%	?	-6%	/	/	-2%
CNC(=S)NNC(=O)c1sccc1OCc1ccc(Cl)cc1Cl	-3%	21	10%	28%	-1%	3%	4%	10%	11%
Cc1cccc(N2CCN(CC(O)COCc3cccs3)CC2)c1C (centres undefined)	-8%	?	4%	-7%	0%	-15%	5%	-1%	-1%
CCCCSc1ncc(C(=O)OCC)c(N)n1	-10%	-7	-1%	?	-4%	2%	92%[activator]	-22%	-1%
O=C(C1CCN(S(=O)(=O)c2ccc(F)cc2)CC1)N1CC=C(c2ccccc2)CC1	2%	-12	-1%	0%	-20%	-9%	-10%	0%	-1%
O=C(CCOc1ccccc1)N1CCCC(Nc2ccccc2)C1 (centres undefined)	/	-17	6%	1%	?	6%	/	/	-1%
COc1ccc(NC(=O)CNC(c2ccccc2)c2ccccc2)cc1Cl	3%	-18	-4%	-1%	?	3%	-11%	?	-14%
Cc1cccc(N(C(=O)c2csnn2)C(C(=O)NC2CCCC2)c2ccncc2)c1 (centres undefined)	-11%	-9	1%	3%	-21%	0%	-9%	0%	5%
Cc1cn([C@H]2C[C@H](O)[C@@H](CCC(=O)NCc3cccs3)O2)c(=O)[nH]c1=O	/	14	-10%	11%	4%	0%	3%	/	11%
CC(C)C[C@H]1CN([C@@H](CC(C)C)CN2CCC[C@@H]2CN2C(=O)C(=O)NC[C@@H]2Cc2ccccc2)C(=O)C(=O)N1CCc1ccccc1	13%	-63*	3%	-13%	?	?	-38%	17%	-11%
CC(=O)NC(Cc1ccc(F)cc1)C(=O)NC1CCN(S(=O)(=O)c2ccccc2)CC1 (centres undefined)	-4%	-3	7%	12%	6%	0%	3%	-5%	9%
CN1CCN2c3ccccc3CC(C#N)(C#N)C2C1 (centres undefined)	/	8	-3%	7%	6%	0%	12%	/	17%
COc1ccc(N2CCN(C(=O)Nc3ccc(S(=O)(=O)N(C)C)cc3)CC2)cc1	-6%	-6	4%	-1%	-12%	-1%	-10%	-1%	-3%
COc1ccc(OC)c(/C=N/NC(=O)c2ccc(=O)[nH]n2)c1	-13%	5	-4%	-1%	?	5%	/	-1%	-2%
COc1cccc(NC(=O)Cn2cc(C(=O)C3CC3)c3ccccc32)c1	-3%	20	-11%	-9%	?	-5%	-3%	10%	1%
CC(=O)c1cccc(CN2CCN(CCC(C)C)C(CCO)C2)c1 (centres undefined)	0%	-13	-4%	1%	-13%	16%	9%	2%	-1%
COc1ccc(NS(=O)(=O)c2ccc(C)c(C(=O)N3CC(C)OC(C)C3)c2)cc1 (centres undefined)	-36%[inhibitor]	-6	1%	-10%	-28%	?	-6%	?	-6%
CCN(CC)CCNC(=O)CCc1n[nH]c(=O)c2ccccc12	-6%	15	-4%[57.1 µM]	15%	6%	5%	4%	2%	17%
O=C1N=C(N2CCOCC2)S/C1=C\c1ccncc1	10%	-5	3%	-2%	-9%	1%	13%	6%	13%
COCc1cc(C)nc(SCC(=O)NCC2CCCO2)c1C#N (centres undefined)	-6%	0	5%	22%	-3%	2%	-4%	-10%	25%

Four entries already listed, ordered by molecular weight, rising:
Structure	SW480 rerep	IL-1B inflam inh	WRN inhibitor	HT1080 IDH1KD tx	KB-V1 MDR tox	KB-3-1 cytotox	ATXN2 expr inh	MCF10A rerep	HT1080NT lethal
O=C1N=C(N2CCOCC2)S/C1=C\c1ccncc1	10%	-5	3%	-2%	-9%	1%	13%	6%	13%
Cc1onc(-c2ccccc2)c1C(=O)Nc1ccccc1N1CCOCC1	2%	18	8%	1%	13µM*	-11%	0%	-1%	0%
O=C(c1noc2c1CCCC2)N1CCC(CO)(Cc2ccccc2Cl)CC1	1%	-81*	-2%	-5%	0%	-3%	-22%	?	-3%
CN(C)CCNC(=O)/C(=C/c1ccc(-c2cccc([N+](=O)[O-])c2)o1)NC(=O)c1ccccc1	?	?	-34%[57.1 µM]	?	?	0%	-20%	11%	?

Following part
Structure	SW480 rerep	IL-1B inflam inh	WRN inhibitor	HT1080 IDH1KD tx	KB-V1 MDR tox	KB-3-1 cytotox	ATXN2 expr inh	MCF10A rerep	HT1080NT lethal
Cc1cc(C(=O)c2ccccc2)nc2ccccc12	3%	6	-15%	0%	0%	2%	10%	2%	8%
COc1ccc(/C=C2\N=C(C)OC2=O)cc1[N+](=O)[O-]	?	5	-10%	14%	18%	24%	0%	0%	16%
C/C(=N\Nc1nc(N2CCCCC2)nc(N2CCOCC2)n1)c1ccccc1O	12µM*	-86*	-9%	18µM*	16µM*	?	?	?	?
COC(=O)CNC(=O)C1CC(=O)N(CCc2ccc(F)cc2)C1 (centres undefined)	?	-5	?	19%	?	0%	-9%	-5%	18%
COc1ccc(S(=O)(=O)NNC(=S)NCCc2ccccc2)c(OC)c1	-6%	i	-20%	13%	1%	-6%	1%	-2%	0%
O=C(Cc1ccccc1)c1ccccc1C(=O)N1CCCCC1	-3%	1	4%	9%	-1%	14%	13%	-16%	-3%
Cc1ccccc1NC(=O)/C=C/c1ccc([N+](=O)[O-])s1	0.16µM*	-102*	-12%	3.7µM*	?	?	10µM*	1.6µM*	4.1µM*
COc1ccccc1Cc1nc(-c2ccc(Br)o2)no1	-4%	56	-6%	8%	-18%	-13%	50%[activator]	1%	-1%
O/N=C/C1=C(Cl)c2ccccc2CC1	?	-7	0%	-1%	?	-2%	-8%	-45%[inhibitor]	-1%
Cc1ccc2c(c1)N(CCCC(=O)NCc1cccnc1)C(=O)CO2	1%	18	-5%	-9%	4%	1%	3%	-5%	1%
O=C(CSc1ncnc2c1cnn2-c1ccc(F)cc1)NCC1CCCO1 (centres undefined)	?	-17	5%	-6%	4%	-26%	-35%	5%	-4%
O=C(CN1C(=O)S/C(=C\c2ccc(F)cc2)C1=O)Nc1cccc(S(=O)(=O)NCc2ccco2)c1	-11%	?	-8%	-10%	-5%	?	-21%	?	-23%
COc1ccc(C(=O)O)cc1NCc1ccc(C)s1	-4%	16	16%	2%	?	5%	7%	4%	-1%
CC(=O)Nc1nnc(-c2ccc3c(c2)CCCC3)o1	-17%	-9	-3%	-4%	-6%	-11%	-24%	6%	3%
